# SF-1 act: activators of human SF-1, primary screen, cell-based, CHO-K1, Gal4-SF-1 LBD, luciferase luminescence; Steroidogenic factor 1 (Homo sapiens), Q13285; CHO-K1 Gal4-SF-1 LBD luciferase reporter; % increase over DMSO SF-1-specific signal; activation, % at 10 µM; 65,000 compounds, 1.9% hits; AID 522, 2006;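 active = activation above the mean activation of all tested compounds plus 3 SD, cut at about 50% in these data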
#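 Assay system: CHO-K1 cells co-transfected with Gal4 DBD–human SF-1 LBD, 5xGal4 luciferase reporter / Input: 4,000 cells per well / Incubation: 20 h compound exposure at 37 °C after 1 h cell settling / Detection: SteadyLite luciferase luminescence / Control set: DMSO negative control and −SF1 background wells / Replication: one test per compound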
# 5HT1a antag: human 5-HT1a receptor antagonists, primary screen, cell-based, CHO, Ga15 NFAT-bla reporter; CHO 5-HT1a Ga15 NFAT-bla reporter, antagonist mode; inhibition, % at 10 µM; 62,000 compounds, 0.68% hits;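 active = inhibition above the mean of all tested compounds plus 3 SD, cut at about 43% in these data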;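 note: receptor stimulated by 5-CT agonist at 100 nM near EC80; beta-lactamase reporter measured by ratiometric fluorescence of a cleavable substrate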
# RORa activator: activators of orphan receptor RORA, primary screen, cell-based, luminescence; Nuclear receptor ROR-alpha (Homo sapiens), P35398; CHO-K1 Gal4-RORA LBD luciferase reporter; percent increase over mock-subtracted basal signal; activation, % at 10 µM; 65,000 compounds, 1.5% hits; AID 560, 2006;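 active = activation above the mean of all tested compounds plus 3 SD, cut at about 49% in these data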;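 note: 0% = DMSO-treated RORA cells and 100% = added signal equal to DMSO minus mock-transfected cells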
# Target sequence (P35398 whole entry, looked up, the tested form may be a part): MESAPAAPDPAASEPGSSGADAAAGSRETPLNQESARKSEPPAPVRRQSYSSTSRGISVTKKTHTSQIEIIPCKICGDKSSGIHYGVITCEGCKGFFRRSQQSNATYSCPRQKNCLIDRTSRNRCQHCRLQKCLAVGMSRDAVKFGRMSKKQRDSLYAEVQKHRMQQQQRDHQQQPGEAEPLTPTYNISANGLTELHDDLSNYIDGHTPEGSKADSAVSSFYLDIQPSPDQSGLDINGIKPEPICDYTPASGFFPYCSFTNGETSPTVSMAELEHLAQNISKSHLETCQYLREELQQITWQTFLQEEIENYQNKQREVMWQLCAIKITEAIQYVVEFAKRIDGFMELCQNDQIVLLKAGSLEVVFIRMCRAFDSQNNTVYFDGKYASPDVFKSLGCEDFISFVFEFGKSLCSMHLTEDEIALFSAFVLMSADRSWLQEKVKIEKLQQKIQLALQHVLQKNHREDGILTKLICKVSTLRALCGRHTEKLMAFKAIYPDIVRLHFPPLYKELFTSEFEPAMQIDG
# A340 absorber: compound light absorbance at 340 nm, profiling panel, artefact control, biochemical, MLSMR library, data from PS, PMK, MK assays | AID 708, 2007 | fold change at 10 µM | compound absorbance at 340 nm, fold over control | 65,000 tested, under 10 active;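 active = at 10 µM dose, initial 340 nm absorbance at least 2 fold that of control wells; inactive = change under 2 fold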;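 note: initial absorbance extrapolated from kinetic A340 decline of NADH oxidation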
# Autofluor 339: intrinsic fluorescence of library compounds, ex339/em460 – biochemical, MLSMR library, data from DPM-DC assay, artefact control, profiling panel; 65,000 compounds, 5.5% hits; compound autofluorescence, ex339/em460 nm, NADH buffer; active compounds read high; 1 = no-compound wells, NADH background; fluorescence fold increase at 10 µM;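 active = at 10 µM, mean starting fluorescence two-fold or more over control wells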;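 note: signal is the first read of a kinetic run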
# NADH coupling: inhibitors of PK/LDH coupling enzymes, profiling panel, artefact control, biochemical, MLSMR library | IC50, µM (top dose mostly 10 µM), inactives show at the top dose inhibition | coupled PK/LDH NADH assays, four targets | 65,000 compounds, 0.02% hits;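 active = single-dose screening hits from any of four coupled enzyme assays that gave an IC50 when retested across doses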;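 note: the DPM-DC format reads NADH fluorescence rather than 340 nm absorbance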
# TNAP act DEA: human TNAP enzyme activators, primary screen, biochemical, luminescent, intermediate phosphate acceptor level; 64,000 tested, under 10 active; Alkaline phosphatase, tissue-nonspecific isozyme (Homo sapiens), P05186; purified TNAP, CDP-star luminescence, 100 mM DEA, 30 min; active compounds read high; scale: 0 levamisole-inhibited, 1 vehicle-only enzyme; activation factor at 20 µM; AID 813, 2007;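 active = activation factor of at least 2 at 20 µM, relative to controls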
# Target sequence (P05186 whole entry, looked up): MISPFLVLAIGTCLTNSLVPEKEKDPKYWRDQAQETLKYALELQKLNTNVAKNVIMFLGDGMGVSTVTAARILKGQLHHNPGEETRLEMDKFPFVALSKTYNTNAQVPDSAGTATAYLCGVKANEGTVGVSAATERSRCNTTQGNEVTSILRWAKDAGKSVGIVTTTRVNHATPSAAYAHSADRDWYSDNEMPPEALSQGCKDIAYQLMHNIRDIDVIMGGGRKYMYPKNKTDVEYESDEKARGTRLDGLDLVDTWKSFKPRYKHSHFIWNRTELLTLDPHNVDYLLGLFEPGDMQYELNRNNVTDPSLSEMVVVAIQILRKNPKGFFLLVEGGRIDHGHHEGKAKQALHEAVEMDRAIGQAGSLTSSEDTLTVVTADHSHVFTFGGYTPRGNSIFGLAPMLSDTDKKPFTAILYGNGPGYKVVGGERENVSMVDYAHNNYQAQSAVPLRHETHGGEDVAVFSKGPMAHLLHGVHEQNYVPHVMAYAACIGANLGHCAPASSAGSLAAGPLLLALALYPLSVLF
# 5HT1a ag: human 5-HT1a receptor agonists, primary screen, cell-based, CHO, Ga15 NFAT-bla reporter | 5-hydroxytryptamine receptor 1A (Homo sapiens), P08908 | CHO 5-HT1a Ga15 NFAT-bla reporter, FRET ratio; 0% basal, 100% maximal reference agonist | activation, % at 10 µM | 65,000 compounds, 0.56% hits | AID 567, 2006;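 active = activation above the screen-wide mean activation plus 3 SD, cut at about 19% in these data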;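 note: 0% = DMSO wells and 100% = 5-CT at EC100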
# MMP13 inh: human MMP13 inhibitors, primary screen, biochemical, FRET peptide cleavage; AID 570, 2006; Collagenase 3 (Homo sapiens), P45452; 65,000 compounds, 0.07% hits; inhibition, % at 4 µM; MMP-13 fTHP FRET cleavage, Mca fluorescence;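 active = inhibition above the mean of compound-free control plate wells plus 3 SD, cut at about 14% in these data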;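 note: 0% = DMSO wells and 100% = wells with reference MMP-13 inhibitor after basal subtraction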
# An asterisk follows results filed as active; nt = not tested or not shown; [ ] = another dose, or the depositor's remark.
SMILES,SF-1 act,5HT1a antag,RORa activator,A340 absorber,Autofluor 339,NADH coupling,TNAP act DEA,5HT1a ag,MMP13 inh
O=C(Cn1cnc2c(nnn2Cc2ccccc2F)c1=O)NCc1ccco1,8,22,11,1,1.1,7%,0.9,-2.9,-2
Cc1ccc2nc(NC3=NCN(C4CCCCC4)CN3)nc(C)c2c1,-7,7,2,0.99,1.1,5%,0.9,0.2,1
CN(C(=O)C12CC3CC(CC(C3)C1)C2)C1(C)CCS(=O)(=O)C1 (configuration not stated),-4,21,-2,1,1.1,6%,0.9,1.4,-3
CC(C)CNS(=O)(=O)c1ccc(CCC(=O)Nc2ccc3c(c2)OCO3)cc1,14,-7,-2,1,1.1,11%,0.9,-1.4,12
CCOC(=O)Cc1cc(=O)n2[nH]c(C)c(-c3ccccc3)c2n1,3,17,6,1,1.9,10%,0.9,-1.2,-12
CCOC(=O)N1CCC(N2Cc3cccc(C(=O)O)c3C2=O)CC1,4,-2,4,1,1.1,2%,0.9,83*,-1
COc1ccc(NC(=O)CN2CCN(c3ccccc3F)CC2)cc1,4,4,-4,1,1.1,4%,0.9,-5.6,-3
CCn1c(SCC(=O)Nc2nc3c(s2)CCCC3)nc2c1c(=O)n(C)c(=O)n2C,-11,6,8,0.98,1.1,8%,0.9,-0.3,-4
COc1ccc(NC(=O)C2(N(CC(C)C)C(=O)Cn3nnnc3N)CCCCC2)cc1,-13,4,2,0.99,1.1,6%,0.9,-1.7,3
Cc1c(=O)n(OCc2c(F)cccc2F)c2ccccc2[n+]1[O-],12,nt,1,1,1.1,6%,0.8,1.3,0
CCN(CC)S(=O)(=O)c1cccc(-c2nnc(SCC#N)n2Cc2ccccc2)c1,4,-1,-17,1.1,1.1,5%,0.9,1.9,2
Cc1ccc(S(=O)(=O)C(C#N)c2nc3ccccc3nc2N2CCCCC2)cc1 (configuration not stated),12,3,-6,1,1.4,4%,0.9,2.8,-2
CN(Cc1ccccc1)S(=O)(=O)c1ccc2c(c1)OCCO2,2,9,-2,1,1.1,3%,1,-2.1,2
O=C(CSc1nnc(-c2cccs2)o1)N1CCCCC1,63*,1,45,1,1.1,7%,0.9,-2.1,0
CCOC(=O)C(C)(C)Sc1ncnc2nc[nH]c12,0,-5,15,nt,nt,nt,nt,-0.4,5
Cc1cccc(N(CC(=O)NCc2ccc3c(c2)OCO3)C(=O)CCC(=O)Nc2ccccn2)c1C,7,7,20,1,1.1,6%,1.1,-0.7,1
CCCCn1c(SCC(=O)N2CC(=O)Nc3ccccc32)nnc1-c1ccoc1C,2,-3,1,0.98,1,5%,0.9,-3.2,-1
Cc1ccc(C)c(-n2c(Cc3cc(=O)[nH]c(=O)[nH]3)nnc2SC(C)C)c1,7,10,-5,1,1.1,1%,1,0.3,4
COc1cc(OC)cc(OCC(O)Cn2ccnc2C)c1 (configuration not stated),-7,3,0,1,1,1%,1,-1.5,2
O=C(NC1CCS(=O)(=O)C1)C1CCCCN1S(=O)(=O)c1ccc(Cl)cc1 (configuration not stated),5,1,3,1,0.82,7%,0.9,-2.2,3

# 3 of these compounds, reformatted:
structure | SF-1 act | 5HT1a antag | RORa activator | A340 absorber | Autofluor 339 | NADH coupling | TNAP act DEA | 5HT1a ag | MMP13 inh
Cc1ccc(C)c(-n2c(Cc3cc(=O)[nH]c(=O)[nH]3)nnc2SC(C)C)c1 | 7 | 10 | -5 | 1 | 1.1 | 1% | 1 | 0.3 | 4
COc1cc(OC)cc(OCC(O)Cn2ccnc2C)c1 (configuration not stated) | -7 | 3 | 0 | 1 | 1 | 1% | 1 | -1.5 | 2
O=C(NC1CCS(=O)(=O)C1)C1CCCCN1S(=O)(=O)c1ccc(Cl)cc1 (configuration not stated) | 5 | 1 | 3 | 1 | 0.82 | 7% | 0.9 | -2.2 | 3

# Other results.
SMILES,SF-1 act,5HT1a antag,RORa activator,A340 absorber,Autofluor 339,NADH coupling,TNAP act DEA,5HT1a ag,MMP13 inh
N#Cc1c(-c2ccccc2)cc(-c2ccco2)c(C#N)c1N,nt,nt,nt,1.1,2.3*,4%[fluoresces],0.9,nt,nt
COc1cc(C2N3CC4(C)CN2CC(C)(C3)C4)ccc1O (configuration not stated),0,-12,-7,1.1,1.1,1%,0.9,0.7,5
CCOC(=O)N1CCN(C(=O)CSCc2nc(-c3ccccc3F)oc2C)CC1,10,3,3,0.99,1.1,6%,nt,-0.4,-8
COc1ccc(-n2c(Cn3c(=O)sc4ccccc43)nnc2SCC(N)=O)cc1,20,-4,6,1,1.1,2%,0.9,-1.1,0
c1ccc(-c2noc(-c3ccc4ccccc4c3)n2)nc1,-91,17,-92,1.1,2,6%,0.9,-5.7,-21
COc1ccc(/C(O)=C2/C(=O)C(=O)N(CCN3CCOCC3)C2c2ccccn2)cc1OC (configuration not stated),16,nt,25,1.1,0.99,7%,0.9,2.0,4
CCN(CC)S(=O)(=O)c1ccc2c(c1)nc(CCC(=O)OCC(=O)N1CCc3ccccc31)n2C,-3,-23,-18,1,1.1,5%,0.9,-1.2,-6
O=C1c2ccccc2C(=O)N1c1ccccc1S(=O)C(F)(F)F (configuration not stated),11,-4,6,1,1.1,4%,0.9,-2.5,6
CCCS(=O)(=O)N1CCC(C(=O)NCCN(C)Cc2ccccc2)CC1,-6,2,-14,0.98,1.1,2%,0.9,-3.9,2
COC(=O)c1c(NC(=O)C2CCC2)sc(C(=O)N(C)C)c1C,14,1,-13,1.1,1.1,0%,0.9,-2.5,1
O=S(=O)(NC1CCCCC1)c1ccc(S(=O)(=O)N2CCN3CCCC3C2)cc1 (configuration not stated),-5,-19,15,1,1,2%,0.9,-3.5,4
CCn1nnnc1SCC(=O)Nc1cc(OC)cc(OC)c1,-1,0,5,1,1,5%,0.9,-2.3,-2
Cc1ccccc1N(CC(=O)NCc1ccc2c(c1)OCO2)C(=O)CCC(=O)Nc1ccccn1,3,-14,24,1,1.1,5%,0.9,-1.3,6
Cc1cccc(-c2nc(CSCC(=O)NCCCN3CCOCC3)c(C)o2)c1,-11,3,-8,1,1.1,5%,nt,-1.3,0
Cc1cc(C(=O)NC2CCCc3ccccc32)no1 (configuration not stated),11,-1,-8,1,1.1,3%,1,-1.8,-3
Nc1nc(Nc2cccc(F)c2)nc2ccccc12,67*,8,47,1.1,1.5,7%,0.9,-0.6,-27
CC(C)(C)c1nnc2sc(SCC(=O)c3ccccc3)nn2c1=O,-2,nt,-23,1.1,1.1,1%,0.8,-1.2,-7
Cc1ccccc1N=C1NC(=O)CS1,-1,-1,-1,0.99,1,5%,1,-2.6,-3
CSCCC(NC(N)=O)C(=O)N(C)CC(=O)Nc1ccc(C)cc1 (configuration not stated),-4,-11,-7,1,0.91,8%,0.9,-3.5,-2
O=C(CCC1N=C2c3ccccc3N=C(SCc3ccccc3Cl)N2C1=O)NCc1ccco1 (configuration not stated),12,6,5,1,1.8,8%,1,2.4,-10
O=C(Nc1ccc2c(c1)OCCO2)c1cnc2n(c1=O)CCS2,91*,-1,88*,1,1,1%,0.8,-1.4,-2
O=C1CC(N2CCN(Cc3ccccc3)CC2)C(=O)N1CCc1ccccc1 (configuration not stated),-4,-3,7,1,1.1,0%,0.9,-1.2,-1
COc1ccc(S(=O)(=O)N2CCN(CC(=O)Nc3cc(OC)cc(OC)c3)CC2)cc1,-1,-3,-3,1,1.1,5%,0.9,-1.7,3
Cc1noc(C(=O)Nc2c(C)nn(Cc3ccccc3)c2C)c1Cl,15,4,4,1,1.1,7%,0.9,-2.5,4
CCn1ncc(Br)c1C(=O)Nc1nccs1,9,-2,-7,1,1,4%,0.9,-3.5,0
CC(C)C(CO)NC(=O)CC(=O)NC(CO)C(C)C (configuration not stated),-3,-4,-12,1,1,2%,1,-1.5,3
CCn1c(COc2cccc(C)c2)nnc1SCC(=O)CC(=O)Nc1ccccc1OC,-19,-11,-18,1,1.1,7%,0.9,-4.3,-2
CCn1c(Cc2ccccc2)nnc1SCC(=O)Nc1nc2ccccc2s1,0,-4,-5,0.98,1.1,4%,0.9,1.3,2
COc1ccccc1NC(=O)CSc1nnc(-c2ccccc2)o1,21,-3,37,1,1.1,2%,1,0.4,-8
COCCNC(=O)c1ccccc1NC(=O)COc1ccccc1,-6,-2,-3,1.1,1.1,5%,0.9,6.0,1
CC(NC(=O)c1ccco1)C(c1cccs1)N1CCOCC1 (configuration not stated),16,-12,16,1,1.1,3%,0.9,-0.4,-6
CCn1c(C)nc2cc(S(=O)(=O)N3CCCC3)ccc21,-13,10,-12,1.1,1.1,7%,1,-0.2,3
CN(Cc1cccs1)CC(O)COCc1ccco1 (configuration not stated),-5,-8,2,1,1.1,1%,1,-3.4,4
CCOC(=O)C1=C(C)NC2=C(C(=O)CC(C)(C)C2)C1c1cccc(C)n1 (configuration not stated),-4,-10,-19,1.1,4.9*,9%[fluoresces],1,1.8,-34
COc1ccccc1Oc1ccc2c(c1)C(=O)N(c1ccc(O)cc1)C2=O,5,-1,31,1,1.1,6%,0.9,-2.9,-3
COc1ccc2[nH]c(=O)c(CN(C)C(=O)c3ccncc3)cc2c1,1,-1,-13,1.1,2*,4%,1,2.6,-12
O=C(NC1CC2CCCC(C1)N2C(=O)NC1CCCCC1)c1ccc(F)cc1 (configuration not stated),-9,-12,-15,1,1.1,4%,0.9,0.2,-1
Cc1cc(C)nc(SCc2nnc(SCC(=O)NCc3ccco3)n2-c2ccccc2)n1,-11,4,-7,1,1.1,6%,0.9,0.3,-4
Cc1cccc(-n2ncc3c(NCc4ccc5c(c4)OCO5)ncnc32)c1,0,6,5,1,1.1,7%,0.8,0.5,-2
CCN1CCN(CCCNC(=O)c2ccc3c(c2)NC(=O)c2ccccc2S3)CC1,-6,15,14,1,1.1,4%,0.9,-0.8,0
CC1Oc2ccccc2N(CC(=O)NCc2cccs2)C1=O (configuration not stated),12,15,18,1,1,2%,0.9,-3.6,-6
CCCCNC(=O)Nc1c(C(=O)OCC)[nH]c2ccccc12,-3,11,-1,1.1,1.6,5%,0.9,-4.0,-6
Cc1c(CN2CCCCC2)c(O)n(CCCO)c(=O)c1C#N,6,5,-5,1.1,1.2,10%,1,1.7,6
COc1cccc(Nc2ncccc2C(=O)O)c1,47,5,34,1,1.1,4%,0.9,-4.0,10
CCOC(=O)Nc1ccc2c(c1)nc(CN1CCOCC1)n2C,1,-8,3,1,1.2,11%,0.9,0.5,2
COc1ccc(C2C(C#N)=C(/N=C/N3CCN(C)CC3)OC3=C2C(=O)CC(C)(C)C3)cc1 (configuration not stated),-2,-2,-22,1.1,1.1,2%,1,0.2,-2
CCCc1ccc(S(=O)(=O)NCCc2ccncc2)cc1,3,11,5,1,1.1,2%,0.9,-1.2,6
O=C(O)C1C2C=CC(C2)C1C(=O)NCCCN1CCOCC1 (configuration not stated),4,2,-31,0.98,1.1,9%,1,-2.7,0
